KB-V1 MDR tox – KB-V1 MDR subline cytotoxicity. KB-V1 MDR cells viability, CellTiter-Glo, 72 h. Potency, µM (titrated, usually from 46.1 µM), for inactives: at the highest dose activity change, negative = cytotoxicity, most hits filed as cytotoxic. 3.4% of 400,000 active; note: potency is the fitted concentration of half-maximal effect; % is set by controls: 0 for no effect and ±100 for the full control effect; nearly all actives have a fitted effect of over 60% in size
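Luminescent ATP read-out (CellTiter-Glo, 10 min) measures survival of drug-selected KB-V1 MDR cells after 72 h, 37 degrees C compound exposure. Medium: phenol-red-free DMEM, 10% FBS. Values from fitted concentration-response curves.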
WRN helicase inh – blocks human WRN helicase. Q14191. WRN helicase unwinding, fluorescent forked duplex, kinetic. Potency, µM (series often up to 114 µM), inactives show at the highest dose activity change, negative = inhibition, actives largely listed as inhibitors. 0.46% of 360,000 active. AID 651768; note: potency is the fitted concentration of half-maximal effect; % is set by controls: 0 for no effect and ±100 for the full control effect; nearly all actives have a fitted effect of over 55% in size
Target sequence (Q14191 whole entry, looked up): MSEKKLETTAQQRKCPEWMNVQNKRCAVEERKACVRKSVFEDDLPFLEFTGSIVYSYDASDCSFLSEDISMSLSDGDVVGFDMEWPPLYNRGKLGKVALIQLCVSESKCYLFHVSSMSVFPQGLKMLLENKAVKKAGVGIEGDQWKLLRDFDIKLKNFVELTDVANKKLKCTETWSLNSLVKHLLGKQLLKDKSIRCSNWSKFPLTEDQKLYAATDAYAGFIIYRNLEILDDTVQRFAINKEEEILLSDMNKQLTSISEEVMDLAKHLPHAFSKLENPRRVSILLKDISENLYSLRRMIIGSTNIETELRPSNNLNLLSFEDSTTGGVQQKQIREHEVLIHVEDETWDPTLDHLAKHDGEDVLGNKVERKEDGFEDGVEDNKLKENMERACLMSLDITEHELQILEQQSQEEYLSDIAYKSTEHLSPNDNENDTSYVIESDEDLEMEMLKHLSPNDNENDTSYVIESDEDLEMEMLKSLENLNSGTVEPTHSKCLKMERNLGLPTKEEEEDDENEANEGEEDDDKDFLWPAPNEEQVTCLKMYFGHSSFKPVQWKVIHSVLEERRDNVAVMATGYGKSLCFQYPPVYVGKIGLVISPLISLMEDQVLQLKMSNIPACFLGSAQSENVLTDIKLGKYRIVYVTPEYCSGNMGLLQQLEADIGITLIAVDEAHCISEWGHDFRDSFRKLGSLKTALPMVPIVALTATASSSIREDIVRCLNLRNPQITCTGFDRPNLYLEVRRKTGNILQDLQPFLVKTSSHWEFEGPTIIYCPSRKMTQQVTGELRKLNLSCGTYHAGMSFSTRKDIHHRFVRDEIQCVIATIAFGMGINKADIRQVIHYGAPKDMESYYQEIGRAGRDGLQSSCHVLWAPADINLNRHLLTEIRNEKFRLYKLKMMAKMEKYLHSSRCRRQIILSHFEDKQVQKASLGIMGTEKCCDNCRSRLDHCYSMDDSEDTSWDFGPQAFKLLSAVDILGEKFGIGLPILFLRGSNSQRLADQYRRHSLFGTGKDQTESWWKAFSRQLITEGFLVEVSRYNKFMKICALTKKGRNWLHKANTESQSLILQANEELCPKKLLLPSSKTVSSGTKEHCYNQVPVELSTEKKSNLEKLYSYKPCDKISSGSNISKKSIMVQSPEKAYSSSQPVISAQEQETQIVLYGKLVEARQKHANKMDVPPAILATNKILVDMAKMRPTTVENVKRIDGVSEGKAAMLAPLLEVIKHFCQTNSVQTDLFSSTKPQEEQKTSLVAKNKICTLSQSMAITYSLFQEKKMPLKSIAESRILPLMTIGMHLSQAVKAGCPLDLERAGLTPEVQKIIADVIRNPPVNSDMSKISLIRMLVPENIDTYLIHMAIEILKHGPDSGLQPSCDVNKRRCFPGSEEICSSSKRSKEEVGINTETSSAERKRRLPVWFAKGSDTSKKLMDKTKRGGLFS
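Primary qHTS, 1536-well format. 20 nM WRN + compound, 15 min RT; start with 100 nM forked fluorophore/quencher duplex, 2 mM ATP (final); kinetic read ex 525/em 598 nm.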
MCF10A rerep – induces DNA re-replication in MCF 10a normal breast cells | MCF 10A DNA re-replication, Hoechst nuclear intensity, 48 h | Potency, µM (doses to about 46.1 µM), inactives show top-dose activity, positive = re-replication, usual class: activators | 2.9% of 350,000 active; note: potency is the fitted concentration of half-maximal effect; % of control where 0% means no effect; nearly all actives have a fitted effect of over 50% in size
SW480 rerep – DNA re-replication induction in SW480 cells; SW480 DNA re-replication, Hoechst DNA content imaging, 48 h; Potency, µM (doses to about 46.1 µM), inactives show top-dose re-replication activation, usual class: activators; 1.8% of 340,000 active; AID 624297; note: potency is the fitted concentration of half-maximal effect; % of control where 0% means no effect; nearly all actives have a fitted effect of over 55% in size
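Cells (250 per well) received 23 nL compound or DMSO by pin tool and were kept 48 hr at 37 C, 5% CO2. Nuclei were then stained with Hoechst for 40 min and scanned for DNA content.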
KB-3-1 tox – KB-3-1 parental cell cytotoxicity | KB-3-1 viability, CellTiter-Glo ATP luminescence, 72 h | 1.4% of 400,000 active | Potency, µM (series often up to 46.1 µM), for the others: at the top dose activity change, negative = cytotoxic, hits mostly cytotoxic; note: potency is the fitted concentration of half-maximal effect; % is set by controls: 0 for no effect and ±100 for the full control effect; nearly all actives have a fitted effect of over 60% in size
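KB-3-1 parental drug-naive adenocarcinoma cells in DMEM/10% FBS, incubated 72 h at 37 C with pin-transferred compounds across a concentration series. Viability by CellTiter-Glo luminescence; concentration-response curves fitted after normalization.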
IL1B secr inh – blocks inflammasome-driven IL-1 beta release; THP-1 LPS/ATP IL-1B secretion, AlphaLISA, 16 h; stronger effect = lower value; activity change, % at 57.5 µM; 4.7% of 360,000 active; in the data active = activity change below about -50%; inconclusive = mostly about -30% to -49%; note: % is set by controls: 0 for no effect and ±100 for the full control effect
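Secreted IL-1B measured by AlphaLISA bead assay after 16 h compound exposure of THP-1 cells; compounds (final up to 57.5 uM) added 1 h before LPS (250 ng/mL) and ATP (1.25 mM) stimulation; lower signal means less secretion.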
HT1080-NT tox – kills 2HG-producing HT-1080-NT fibrosarcoma cells; HT-1080-NT fibrosarcoma viability, CellTiter-Glo ATP luminescence, 48 h; Potency, µM (top dose mostly 46.1 µM), for the others: at the top dose activity, negative = less viability, most hits filed as cytotoxic; 1.6% of 360,000 active;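 note: NT is the 2HG producing partner of a matched IDH1 knockdown line; potency is the fitted concentration of half-maximal effect; 0% = DMSO-treated cells and -100% = media-only wells without cells; nearly all actives have a fitted effect of over 55% in size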
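Compounds were tested in concentration-response format on HT-1080-NT cells for 48 hours at 37 degrees C. Cell viability came from CellTiter-Glo luminescence; curves were classified by r2, response magnitude and activity.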
ATXN2 expr inh – reduces ATXN2 reporter expression in HEK-293 cells. HEK-293 ATXN2-luciferase reporter, luminescence, 24 h. Potency, µM (titrated, usually from 57 µM), for the others: top-dose activity change, negative = inhibition, most hits filed as inhibitors. 0.72% of 360,000 active. AID 1745845; note: potency is the fitted concentration of half-maximal effect; % is set by controls: 0 for no effect and ±100 for the full control effect; nearly all actives have a fitted effect of over 55% in size
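ATXN2-luciferase reporter cells (luciferase flanked by upstream and downstream ATXN2 gene portions) were treated 24 h at 37 °C with compounds at up to 57 uM. SteadyGlo luminescence gave expression; GF-AFC fluorescence gave viability.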
HT1080 IDH1KD tx – toxicity to HT-1080 IDH1 knockdown cells (counter line); HT-1080 IDH1 knockdown viability, ATP luminescence, 48 h; Potency, µM (highest dose often 46.1 µM), for the others: at the highest dose activity, negative = toxicity, actives largely listed as cytotoxic; 2% of 360,000 active;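 note: potency is the fitted concentration of half-maximal effect; 0% = DMSO wells and -100% = cell-free medium wells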
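Using the IDH1-knockdown HT-1080 line run in the same batch and compound series as the NT line, viability after 48 h at 37 °C was determined by CellTiter-Glo luminescence and expressed as % activity.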
An asterisk follows results filed as active; ? = inconclusive; / = not tested or not shown; & = joins results of further samples; ! = a repeat was not active; [ ] = dose if it differs, or a comment. Unless noted, calls come from the whole dose curve; as a rule, active = well fitted curve in the direction sought with a large enough effect; inconclusive = small, poorly fitted or top-dose-only effect, or another doubt; inactive = no such curve, though single readings can be large; an effect the other way counts as inactive or inconclusive.

Each structure is followed by: ATXN2 expr inh | IL1B secr inh | KB-3-1 tox | HT1080-NT tox | SW480 rerep | HT1080 IDH1KD tx | MCF10A rerep | KB-V1 MDR tox | WRN helicase inh
N#Cc1ccc(-c2nc3cc(Cl)ccc3c(=O)n2O)cc1
    ? | 72 | ? | ? | ? | ? | ? | 15% | -5%
COc1cccc(C(=O)N2N=C(c3cccc(OC)c3)CC2(O)C(F)(F)F)c1 (centres undefined)
    -4% | -2 | -1% | -27% | ? | 0%[9.24 µM] | 30% | -27% | -9%[57.1 µM]
CC1CN(c2nc3ccccc3nc2NS(=O)(=O)c2ccccc2)CC(C)O1 (centres undefined)
    -10% | 12 | 0% | -5% | 0% | -2% | -30% | -11% | -8%
NC(=O)C1CCN(C(=O)c2ccccc2SCC(=O)NCC2CCCCC2)CC1
    4% | 6 | -3% | -2% | -4% | 4% | -2% | 25% | -24%
Cc1ccn2c(=O)nc(SCC(=O)Nc3cccc4ccccc34)nc2c1
    4% | -9 | 14% | -2% | -38%[inhibitor] | -17% | ? | 14% | -3%[11.6 µM]
Cc1cccc(N2C(=O)NC3(CCCCC3)C2=O)c1
    10% | -21 | -9% | 29% | -11% | ? | -2% | 5% | 1%
O=c1c2c3n(c(=S)nc2[nH]n1-c1ccccc1)CCCCC3
    -10% | -1 | -13% | 16% | 2% | ? | 0% | 0% | -18%
Cc1cc(C)c2c(=O)[nH]c(SCC(=O)c3ccc(F)c(C)c3)nc2n1
    -15% | 11 | 24% | 20% | -15% | 11% | -2% | -2% | -1%
Cc1ccc(Nc2nc(-c3ccc(S(=O)(=O)N4CCCC4)cc3)cs2)cc1C
    -14% | ? | 7.3µM* | ? | 13% | ? | ? | 2.6µM* | -5%
CCc1ccc2cc(C)cc(C)c2n1
    12% | 0 | 0% | 24% | / | 19% | / | -11% | 3%
Cc1nc2ccccc2c(=O)n1/N=C/C=C/c1ccccc1
    21% | 1 | 0% | -2% | -4% | 8% | -3% | -13% | -26%
COc1ccc(-c2csc(NC(=O)CCS(=O)(=O)c3ccccc3)n2)c(OC)c1
    -6% | -88* | ? | ? | ? | ? | ? | ? | -7%
CN(C)S(=O)(=O)c1ccc(Cl)c(NC(=O)COC(=O)C2CSC3(C)CCC(=O)N23)c1 (centres undefined)
    13% | 19 | 4% | 18% | -5% | 13% | 10% | 28% | 0%
Cn1c(SCCS(=O)(=O)c2ccc(Cl)cc2)nnc1-c1ccccc1
    3% | 3 | -4% | -7% | 21% | -2% | 11% | ? | -31%[57.1 µM]
CCNc1c(NCC)c(=O)c1=O
    -13% | -7 | 0% | -1% | -13% | 2% | -3% | 20% | -1%
CC1CC(NNC(=O)c2ccccc2)=Nc2ccccc2N1C (centres undefined)
    -1% | -4 | 3% | 5% | ? | 2% | 1% | ? | 1%
CCOc1ccc(N(CC(=O)Nc2ccc(Cl)cc2)S(C)(=O)=O)cc1
    / | -24 | -12% | -2% | / | 4% | / | -21% | 4%
COc1cc(NC(=O)COC(=O)c2nc3nc(C)cc(C)n3n2)cc(OC)c1
    1% | -2 | 1% | 5%[9.24 µM] | 1% | -7% | -2% | 18% | -3%
NC(=O)NC(=O)COC(=O)CCCCCNS(=O)(=O)c1ccc2c(c1)OCCO2
    / | 8 | -6% | 25% | -11% | 2% | -2% | -3% | -9%
Cc1ccc(C(=O)N2CCN(c3ccccn3)CC2)cc1Cl
    -8% | 4 | -1% | 7% | 4% | 6% | -1% | -9% | 0%
Cc1ccc(C)n1NC(=O)c1ccc(O)cc1
    -7% | 4 | -4% | 4% | -5% | 1% | 3% | -13% | -4%
CN(C(=O)c1coc(=O)c2ccccc12)c1ccc(F)cc1
    1% | 3 | 1% | 10% | -1% | 11% | -3% | 23% | -10%
CN(C)C(=O)c1ccc(Cl)cc1[N+](=O)[O-]
    -3% | 34 | -11% | 10% | -2% | 12% | 1% | -8% | -8%
O=C1CN(C(=S)Nc2ccccc2Cl)CCN1
    -10% | -26 | ? | -4% | 0% | -3% | -1% | -25% | 1%
COc1cccc(/C=N/Nc2ncc(C)c(=O)[nH]2)c1OC
    -5% | 0 | 20% | 13% | -4% | 0% | -4% | 0% | 0%
O=C(CSc1nc(Cc2ccccc2)nc2ccccc12)Nc1nc2c(s1)CCCC2
    6% | -12 | 9% | -7% | 21µM* | ? | 23µM* | ? | -10%
Cc1cc(C)cc(NC(=O)c2cc(C)nn2C)c1
    0% | -9 | -2% | 7% | 0% | 8% | 0% | -3% | 3%
CCN(CC)CCNC(=O)c1cc(Nc2ccc(OC)c(OC)c2)nc2ccccc12
    -17% | -58* | 0% | -22% | 29% | ? | 0% | 16% | -18%
CC(=O)Nc1ccc(NC(=O)Cn2c(=O)n(-c3ccc(C)cc3)c(=O)c3oc4ccccc4c32)cc1
    -17% | 3 | 14% | 2% | -10% | -2% | 3% | 13% | 5%
CC(C)N(Cc1nc(-c2ccccc2)no1)C(=O)c1ccc([N+](=O)[O-])cc1
    / | -12 | ? | -14% | 6% | -8% | -1% | ? | 2%
COC(=O)C1=C(C)NC(C)=C(C(=O)OC)C1C(=O)OCC(=O)NC1CCCCC1C (centres undefined)
    / | -1 | 0% | 9% | / | 11% | / | -1% | 16%
Cn1nc(C(C)(C)C)cc1C(=O)N1CCCCC1c1cc(C(=O)Nc2ccc3c(c2)OCO3)no1 (centres undefined)
    -28% | 18 | -1% | -24% | / | ? | / | 0% | -8%
CCC(C(=O)N/N=C(\C)c1cccnc1)c1ccccc1 (centres undefined)
    2% | 8 | 0% | 2% | -14% | 2% | -14% | -3% | -1%
O=C(Nc1nccs1)c1ccc(COc2ccc(F)cc2)o1
    0% | -10 | 0% | 1% | -6% | 2% | 2.9µM* | -18% | -12%
CNC(=O)/C(C#N)=c1\s/c(=C/C(=O)OC)c(=O)n1-c1ccccc1
    -1% | 3 | 7% | 2% | 1% | 13% | 22% | 2% | 6%
Cn1c(CCNC(=O)c2cccs2)n[nH]c1=S
    -9% | 9 | -2% | -1% | -7% | 10% | 8% | -1% | 6%
CC#C[C@]1(O)CC[C@H]2[C@@H]3CCC4=CC(=O)CCC4=C3[C@@H](c3ccc(N(C)C)cc3)C[C@@]21C
    15µM*! | 10 | -12% | -24% | -28%&9%&14% | -28% | ? | 19% | 2%
Cc1cc(-n2nc3ccccc3n2)c(O)c([N+](=O)[O-])c1
    -19% | -16 | -8% | 6% | -2% | 11% | 3% | 17% | 4%
CCn1c(COc2c(C)cccc2C)nnc1SCc1nc2ccccc2c(=O)[nH]1
    -22% | 34 | 4% | 1% | -14% | -13% | 3% | -7% | 1%
Cc1cc(C(=O)CN2C(=O)C(=O)N(Cc3ccccc3)C2=O)c(C)n1-c1ccccc1F
    -4% | -11 | 0% | 0% | 9% | -27% | ? | 0% | -7%
CCOc1cc(C(=S)N2CCOCC2)ccc1OS(=O)(=O)c1ccccc1
    -12% | -24 | -5% | 0% | 1% | -4% | ? | 2.3µM* | -1%
